yeast bub3: NCI yeast anticancer drug screen, S. cerevisiae bub3 mutant strain. growth inhibition, % at 50 µM. 78,000 tested, 9.9% active;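 note: 0% = growth of vehicle-only cultures of the same strain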
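Mutant yeast screening strain plus compound; vehicle-treated cultures serve as the 0% inhibition reference.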
yeast rad50: NCI yeast anticancer drug screen, S. cerevisiae rad50 strain. AID 155. 79,000 tested, 10% active. growth inhibition, % at 50 µM;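 note: 0% = growth of vehicle-only cultures of the same strain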
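Cells are treated with compound, grown, and their growth is then scored against vehicle-only cultures of the same repair-deficient yeast strain.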
sgs1 mgt1: NCI yeast anticancer drug screen, S. cerevisiae sgs1 mgt1 strain. 78,000 tested, 10% active. growth inhibition, % at 50 µM;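 note: 0% = growth of vehicle-only cultures of the same strain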
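This yeast growth screen uses a strain with defined DNA-repair lesions; compound-treated growth is compared with vehicle-treated growth.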
cln2 rad14: NCI yeast anticancer drug screen, S. cerevisiae cln2 rad14 strain. 78,000 tested, 8.3% active. AID 165. % growth inhibition at 50 µM;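 note: 0% = growth of vehicle-only cultures of the same strain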
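Strain: cln2 rad14 yeast, altered in cell cycle control and DNA damage repair. Read-out: growth inhibition vs vehicle.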
mec2-1: NCI yeast anticancer drug screen, S. cerevisiae mec2-1 strain | % growth inhibition at 50 µM | 79,000 tested, 9% active | AID 157;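 note: 0% = growth of vehicle-only cultures of the same strain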
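Readout is yeast growth inhibition, normalised to vehicle-treated controls, in the mec2-1 strain exposed to compound.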
yeast mlh1 rad18: NCI yeast anticancer drug screen, S. cerevisiae mlh1 rad18 strain | growth inhibition, % at 50 µM | 79,000 tested, 11% active | AID 175;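 note: 0% = growth of vehicle-only cultures of the same strain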
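Inhibition values reflect reduced growth of mutant yeast versus vehicle-treated controls following compound exposure; the mutations affect DNA damage repair.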
* marks the source's active call; other numbers are inactive results; nt = no result given; & = joins results of further samples. Cut-off read from the data, not from the text of the source: active = growth inhibition above about 70%; inactive = the rest.

SMILES	yeast bub3	yeast rad50	sgs1 mgt1	cln2 rad14	mec2-1	yeast mlh1 rad18
Cc1cccc[n+]1CC(=O)c1cccc(O)c1	-14	-11	-7	37	-4	7
Cc1ccc(S(=O)(=O)N/N=C/c2cc([N+](=O)[O-])ccc2O)cc1	10	5	10	15	3	29
O=C(O)C1c2ccccc2C(C(=O)O)c2ccccc21 (centres undefined)	13	-6	-4	20	-2	32
CC(C)(C)C(=O)OCC1C(=O)OCC1C(=O)N1Cc2cc3ccccc3nc2C1 (centres undefined)	-8	-8	2	-13	-20	-16
Nc1nc(-c2ccccn2)cc2ccccc12	7	-2	4	4	-11	11
CC(=O)Nc1ncc2c(n1)-c1ccccc1OC2c1ccccc1 (centres undefined)	-20	-5	4	-2	-8	-59
NS(=O)(=O)c1ccccc1C(=O)N/N=C(\c1nc2ccc([N+](=O)[O-])cc2[nH]c1=O)C(O)c1ccc([N+](=O)[O-])cc1 (centres undefined)	-7	16	13	16	-10	29
O=C(c1ccc(-c2ccccc2)cc1)N(C(=O)c1cc(N2CCOCC2)ccn1)c1ccc([N+](=O)[O-])cc1	-6	43	46	23	18	9
CCOc1cnn(-c2ccccc2)c(=O)c1SCc1ccccc1	28	-4	4	-3	4	5
c1cnc(NC(Nc2ncccn2)c2ccco2)nc1	-12	-6	-6	-22	-9	-10
CN(C)S(=O)(=O)c1ccc(CCCCCCc2ccc(S(=O)(=O)N(C)C)cc2)cc1	-5	-39	-11	-17	3	-20
COC(=O)Nc1cc2c3c(c1)CCCN3CCC2	10	-6	-2	-10	-4	2
COc1cccc(N(CCO)C2CCCCC2)c1	11	13	18	16	4	2
Nc1ncnc2c1nnn2C1C=CC(CP(=O)(O)O)C1 (centres undefined)	-4	3	13	13	8	28
Cc1ccc(C23C=CC(c4ccccc4)(C2)C2C(=O)OC(=O)C23)cc1 (centres undefined)	99*	98*	99*	92*	98*	96*
O=C(Nc1ccsc1)c1ccccc1	-27	-11	-19	-58	-9	-3
CCS(=O)(=O)CC(C)O (centres undefined)	11	14	-4	10	-11	-8
O=C(NC(=S)Nc1cccc2ccccc12)c1ccccc1F	44	31	37	5	15	28
N#CCS(=O)CC(N)C(=O)O (centres undefined)	21	-20	29	38	38	45
CSc1ccc(C(=O)C[n+]2cc3ccccc3cc2C)cc1	3	-34	-16	-27	-2	1
CC(=O)OCc1cn(S(=O)(=O)c2ccc(C)cc2)cn1	12	18	19	-3	-2	-52
COC(=O)C1=C(C)NC(C)=C(C(=O)OC)C1c1ccc(NC(C)=O)cc1	5	5	13	-6	-4	11
CCn1c(C)[n+](CC)c2ccc(C(F)(F)F)cc21	nt	-6	nt	nt	-11	15
O=C(NNc1nc(CCl)cs1)c1ccccc1Cl	-11	0	5	7	-32	-12
CCOc1ccc(NCC2CC/C(=C\c3ccc(O)cc3)C2=O)cc1 (centres undefined)	-22	-7	-16	8	-13	23

Following part
SMILES	yeast bub3	yeast rad50	sgs1 mgt1	cln2 rad14	mec2-1	yeast mlh1 rad18
CC(O)CN1C(=O)c2cccc3cc([N+](=O)[O-])cc(c23)C1=O (centres undefined)	39	51	58	13	67	83*
c1ccc(OCCN2CCN(CCOc3ccccc3)CC2)cc1	57	72*	67	76*	32	44
O=C(OCC1OC2OC(c3ccccc3)(n3ccc4c([N+](=O)[O-])ccnc43)OC2C1OC(=O)c1ccccc1)c1ccccc1 (centres undefined)	-22	-30	8	-36	-23	-26
O=C(O)C(CCCCCc1ccccc1)C(=O)O	8	-12	21	-11	-10	3
COc1ccc2c(C)c(Oc3c(Cl)c(Cl)c(O)c(C#N)c3C#N)oc2c1	23	29	15	18	12	41
CC(C)=C1C=CC=C1	9	-8	2	-5	1	-7
COc1ccc(/C=C2\N=C(c3ccccc3)OC2=O)c(Cl)c1OC	-5	-9	-25	2	-4	-3
O=c1c(-c2ccc3c(c2)OCO3)coc2cc(O)ccc12	12	-3	19	14	-1	23
CC1C=CC=CC=C1	12	-8	1	-45	-4	1
C/C=C/[C@@H]1[C@H]2C(=O)[C@]3(Cl)[C@@H](/C=C/C)[C@@H]3C(=O)[C@@]12Cl	10	5	6	13	6	30
COc1cccc(CO)c1-c1c(CO)cccc1OC	3	-5	-9	-8	11	-10
Oc1ccc(C2Oc3cc(OC4OCC(O)C(O)C4O)cc(O)c3CC2O)cc1O (centres undefined)	3	29	6	11	15	22
Cc1ccc(S(=O)(=O)n2nc(C3OC(CO)C(O)C3O)c(O)c2C(N)=O)cc1 (centres undefined)	-3	-36	-15	38	17	23
Nc1nc(N)c(N=Nc2ccc(C(=O)O)c(O)c2)c(N)n1	-12	6	-1	13	4	13
CC(=O)OC1CCC2(C)C(=CCC3C2CCC2(C)C3CCC23OCCS3)C1 (centres undefined)	-4	34	9	9	3	8
Cc1nc2ccccc2c(Br)c1Br	-4	14	4	11	7	6
O=C(N[C@@H](CCl)[C@H](Cl)c1ccc([N+](=O)[O-])cc1)c1ccc([N+](=O)[O-])o1	87*	85*	93*	84*	76*	93*
CCOC(=O)C(CCCOC1CCCCO1)(C(=O)OCC)c1ccccc1 (centres undefined)	9	21	-15	14	0	-5
CCC[n+]1nc2ccccc2c(=Nc2ccccc2[N+](=O)[O-])[n-]1	12	9	3	8	9	2
Cc1c(Cl)cccc1NC(=O)C(=O)C1C(=O)CC(C)(C)CC1=O	15	11	-1	8	7	19
C[C@@H](CC(=O)O)OC1OC(COC(=O)C(C)(C)C)C(OC(=O)C(C)(C)C)C(OC(=O)C(C)(C)C)C1OC(=O)C(C)(C)C (some centres undefined)	-16	4	-18	7	-45	86*
NC1=NC=NCN1c1ccc(N)cc1	-4	2	4	-54	-3	6
Cc1ccccc1-n1c(C)nc2cc(NCC(=O)c3ccccc3)ccc2c1=O	-2	33	-2	0	-10	4
CC[Si](CC)(CC)[Si](c1ccccc1)(c1ccccc1)c1ccccc1	-17	42	17	9	32	49
CCCCN(Cc1ccc(N(CC)CC)cc1)CC(O)c1ccc(Cl)cc1 (centres undefined)	6	-8	44	0	28	49

Compounds listed so far that have an aryl methoxy group (4):
SMILES	yeast bub3	yeast rad50	sgs1 mgt1	cln2 rad14	mec2-1	yeast mlh1 rad18
COc1cccc(N(CCO)C2CCCCC2)c1	11	13	18	16	4	2
COc1ccc2c(C)c(Oc3c(Cl)c(Cl)c(O)c(C#N)c3C#N)oc2c1	23	29	15	18	12	41
COc1ccc(/C=C2\N=C(c3ccccc3)OC2=O)c(Cl)c1OC	-5	-9	-25	2	-4	-3
COc1cccc(CO)c1-c1c(CO)cccc1OC	3	-5	-9	-8	11	-10

Looked up above:
For cln2 rad14, Oc1ccc(C2Oc3cc(OC4OCC(O)C(O)C4O)cc(O)c3CC2O)cc1O (centres undefined) reads 11
For sgs1 mgt1, O=C(N[C@@H](CCl)[C@H](Cl)c1ccc([N+](=O)[O-])cc1)c1ccc([N+](=O)[O-])o1 reads 93*
For mec2-1, CC(=O)OC1CCC2(C)C(=CCC3C2CCC2(C)C3CCC23OCCS3)C1 (centres undefined) reads 3
For cln2 rad14, CCOC(=O)C(CCCOC1CCCCO1)(C(=O)OCC)c1ccccc1 (centres undefined) reads 14

Going on with the list.
SMILES	yeast bub3	yeast rad50	sgs1 mgt1	cln2 rad14	mec2-1	yeast mlh1 rad18
COc1ccc(-n2c(=O)c3[nH]c(=S)[nH]c3n(-c3ccc(OC)cc3)c2=S)cc1	-42	26	-48	-1	44	-30
C/C(=N\NC(=O)c1ccncc1)c1ccc(F)cc1	-28&6	-8&4	-16&4	1&4	-14&10	-5&14
CC(C)C(=O)N1CCCc2ccccc21	-2	-18	-2	-41	-17	25
c1ccc2c3c(ccc2c1)Oc1ccc2ccccc2c1C3	-7	-9	-7	-47	-1	1
O=C1c2ccccc2C2N1CCCN2C(=O)c1sc2ccccc2c1Cl (centres undefined)	92*	90*	93*	90*	92*	90*
Cc1cc2oc(=N)c(C#N)c(C)c2cc1C	19	19	19	14	17	-10
O=C(O)CCCCCCCCC(=O)c1cc(O)ccc1O	20	-5	36	-7	42	8
CC(C)CCNC(=O)NS(=O)(=O)c1ccc(Cl)cc1	20	10	11	24	-16	24
O=C1NN(CCO)C(=S)Nc2ccccc21	33	8	26	4	6	22
COCCc1c(C)c(C#N)c2n(C)c3ccccc3n2c1=O	4	2	4	22	-19	20
CCN(CC)P1(=O)C=C(C)C2C1C1C=C(C)C2P1(=O)N(CC)CC (centres undefined)	-35	4	-5	-5	-2	-13
O=[N+]([O-])c1ccc2c(c1)C(O)c1ccccc1-2 (centres undefined)	26	36	13	27	25	29
CC1CCC(=N\O)/C(=N/O)C1 (centres undefined)	1	6	-22	-12	-19	-5
c1ccc(C2=NCCc3cc4c(cc32)OCO4)cc1	13	3	8	10	1	9
Cn1c2c(c3ccccc31)CCN1C(=O)CN(C(=O)C3CCCCC3)CC21 (centres undefined)	52	3	18	15	11	2
CC1(C)C=C(C(=O)O)C(C)(C)N1O	14	-9	6	7	-26	2
N#CSCc1cc(Cl)c(CSC#N)cc1Cl	2	12	-13	-12	-12	-20
C[C@@H](C(=O)O)c1ccc(-c2ccccc2)c(F)c1	27	43	23	44	31	24
c1ccc(C(c2ccccc2)N2CCCC2)cc1	4&2	7&-4	5&-6	0&41	11&-15	-7&26
Cc1ccc(NC(=O)C(c2ccccc2)c2ccccc2)cc1	20	0	4	-3	19	7
Nc1nc2c(C(=O)N3CCCC3)nnn2c2ccccc12	-33	-11	-6	14	-23	-64
COc1cccc2[nH]c(-c3ccccn3)nc12	-15	4	-37	-45	-27	59
O=C1C(c2ccccc2)C(c2ccccc2)C(c2ccccc2)C1c1ccccc1 (centres undefined)	-4	52	16	6	1	6
O=C1Oc2ccccc2C(=O)/C1=C/N1C(=O)N/C(=C\c2cccc(O)c2)C1=O	16	22	38	46	20	-8
CN(C)c1cccc(/C=C(\C#N)c2ccccc2)c1	54	3	35	29	14	15

Going on with the list.
SMILES	yeast bub3	yeast rad50	sgs1 mgt1	cln2 rad14	mec2-1	yeast mlh1 rad18
CSc1ncc(C)c[n+]1-c1ccccc1	1	-3	-16	9	6	0
O=C(n1c(=O)n(-c2ccc([N+](=O)[O-])cc2)c(=O)n1C(=O)C(Cl)(Cl)Cl)C(Cl)(Cl)Cl	9	-5	-8	-6	-15	4
CCOC(=O)c1c(C)[nH]c(C(=O)O)c1C	5	1	0	-4	-4	3
Oc1ccccc1CNC1CCCCC1	0	32	33	9	9	26
OC1CCC(O)[C@H]2[C@@H]1[C@@H]1S[C@H]2c2ccccc21 (some centres undefined)	-10	-3	-22	2	-15	-2
CCOC(=O)C(CO)c1nc2c([nH]c1=O)c(=O)n(C)c(=O)n2C (centres undefined)	53	30	50	-3	44	83*
O=C(NC/C(Br)=C/Br)Nc1cccc2c1CCCC2	1	4	20	-5	20	7
CC(C)c1ccccc1NC(=O)C(=O)Cc1nc2ccccc2s1	38	23	20	-36	7	51

Reprinted at random: 2 entries already listed
SMILES	yeast bub3	yeast rad50	sgs1 mgt1	cln2 rad14	mec2-1	yeast mlh1 rad18
CCC[n+]1nc2ccccc2c(=Nc2ccccc2[N+](=O)[O-])[n-]1	12	9	3	8	9	2
COc1ccc(/C=C2\N=C(c3ccccc3)OC2=O)c(Cl)c1OC	-5	-9	-25	2	-4	-3

High-throughput results (PubChem BioAssay)
